High-throughput results: PubChem BioAssay, several laboratories
NRP1-CendR mod = modulators of CendR peptide binding to NRP-1, primary screen, biochemical, fluorescence polarization, uHTS; Neuropilin-1 (Homo sapiens), O14786; FAM-RPARPAR peptide binding to NRP-1; inhibition, % at 25 µM; actives 0.85% (n = 360,000); AID 602438, 2012;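 active means inhibition or corrected inhibition above about 18%, plus a signal ratio from 0.5 to 1.5, limit read from the data, passing the limit was not always enough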; further: strong numbers were not always called active
Target sequence (O14786 whole entry, looked up): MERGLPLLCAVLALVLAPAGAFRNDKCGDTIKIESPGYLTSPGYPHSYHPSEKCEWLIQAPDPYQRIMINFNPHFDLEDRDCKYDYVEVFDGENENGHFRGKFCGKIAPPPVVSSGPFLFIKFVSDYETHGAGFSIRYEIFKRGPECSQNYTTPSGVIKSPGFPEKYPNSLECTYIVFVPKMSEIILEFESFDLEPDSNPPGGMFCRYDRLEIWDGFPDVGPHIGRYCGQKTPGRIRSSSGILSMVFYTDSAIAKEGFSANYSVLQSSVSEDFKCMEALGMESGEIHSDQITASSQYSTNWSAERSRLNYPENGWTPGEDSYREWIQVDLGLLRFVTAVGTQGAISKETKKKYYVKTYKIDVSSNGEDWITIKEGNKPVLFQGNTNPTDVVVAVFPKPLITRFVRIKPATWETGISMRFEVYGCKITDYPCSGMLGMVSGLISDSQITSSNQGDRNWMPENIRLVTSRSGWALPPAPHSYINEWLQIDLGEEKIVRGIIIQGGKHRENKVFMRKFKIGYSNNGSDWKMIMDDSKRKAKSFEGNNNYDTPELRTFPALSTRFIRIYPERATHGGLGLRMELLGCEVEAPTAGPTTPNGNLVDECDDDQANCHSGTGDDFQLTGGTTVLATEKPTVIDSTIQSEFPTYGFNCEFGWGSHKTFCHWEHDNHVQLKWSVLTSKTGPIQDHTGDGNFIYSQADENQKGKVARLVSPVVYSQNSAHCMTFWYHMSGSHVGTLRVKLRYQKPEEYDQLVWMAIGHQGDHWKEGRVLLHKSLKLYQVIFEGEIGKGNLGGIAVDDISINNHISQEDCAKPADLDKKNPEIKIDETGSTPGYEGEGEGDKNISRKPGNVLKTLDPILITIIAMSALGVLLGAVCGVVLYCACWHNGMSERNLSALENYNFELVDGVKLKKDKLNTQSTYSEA
SKN-1 inh = suppressors of acrylamide-induced Pgst-4::GFP reporter in worms, primary screen, SKN-1 inhibitor project, whole organism, uHTS, GFP/RFP fluorescence ratio, strain VP596; actives 0.49% (n = 360,000); inhibition, % at 21.8 µM; C. elegans VP596 Pgst-4::GFP/RFP ratio, 24 h;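 active means interference check ratio from 0.5 to 1.5 plus GFP to RFP signal ratio inhibition reaching or exceeding a fixed threshold, cut at about 30% in these data, passing the limit was not always enough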; further: some compounds called inactive have numbers as strong as hits
FAS TE block = FAS thioesterase domain inhibitors, primary screen, biochemical, fluorescence intensity, uHTS; actives 0.67% (n = 360,000); recombinant FAS-TE, OMFH fluorogenic substrate, fluorescence endpoint; inhibition, % at 15 µM; Fatty acid synthase (Homo sapiens), P49327;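 active means compounds whose normalised, plate-corrected inhibition of enzyme fluorescence in the single-dose primary screen is 50% or more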;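 further: 0% = DMSO with enzyme and 100% = substrate without enzyme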
MT1-MMP act inh = blockers of MT1-MMP proenzyme processing, primary screen, HT1080 RFP-PRO-GFP cells, GFP/RFP fluorescence. Matrix metalloproteinase-14 (Homo sapiens), P50281. GFP/RFP ratio fluorescence, overnight; percent of plate control window, DMSO zero. GFP/RFP ratio change, % at 20 µM. actives 0.061% (n = 360,000);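 active means GFP/RFP ratio change of at least 30% with cell ATP level not reduced by more than half and red fluorescence within 50% of control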; further: strong numbers were not always called active
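Assay system: HT1080 RFP-PRO-GFP cells. Benchmarks: DMSO vehicle wells and RFP-L50D-GFP reporter cell wells. Times: overnight cell settling, then overnight compound exposure, 37 °C, 5% CO2. Compound: 20 µM single dose, 1% DMSO. Read-out basis: GFP/RFP fluorescence ratio.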
eLon inh = inhibitors of E. coli Lon protease, primary screen, biochemical, fluorescence polarization; AID 602123, 2011; inhibition, % at 7.94 µM; P0A9M0; purified E. coli Lon protease; actives 0.42% (n = 360,000); in the data active means inhibition above about 13%, passing the limit was not always enough;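 further: 0% = enzyme with probe and DMSO and 100% = no enzyme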
MsrA act = bovine MsrA enzyme activators, primary screen, biochemical, absorbance, HTS; Methionine sulfoxide reductase A (Bos taurus); purified bovine MsrA, absorbance read-out; activation, % at 10.6 µM; actives 0.3% (n = 360,000); AID 602163, 2012; in the data active means activation above about 7.5%;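 further: 0% = vehicle and 100% = reference activator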
MLLE-PAM2 inh = inhibitors of PABP1 MLLE–PAM2 peptide binding, primary screen, biochemical, fluorescence polarization, FITC-PAM2, GST-MLLE | Polyadenylate-binding protein 1 (Homo sapiens), P11940 | actives 0.36% (n = 360,000) | inhibition, % at 20 µM | AID 588489, 2011; in the data active means inhibition above about 35%, passing the limit was not always enough;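 further: plate controls were DMSO wells with GST-MLLE for no effect and wells lacking GST-MLLE protein for full effect; some results filed as inactive read as strong as hits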
Rin1-Abl PPI inh = inhibitors of Rin1-Abl protein binding, primary screen, biochemical, TR-FRET | AID 588664, 2011 | actives 0.4% (n = 360,000) | inhibition, % at 7.35 µM | Tyrosine-protein kinase ABL1 (Homo sapiens) + Ras and Rab interactor 1 (Homo sapiens), …; in the data active means inhibition above about 5%, passing the limit was not always enough
Neddylation inh = inhibitors of cullin neddylation, primary screen, biochemical, TR-FRET, uHTS, NAE and Ubc12. NEDD8-conjugating enzyme Ubc12 (Homo sapiens) + NEDD8-activating enzyme E1 regulatory …. calls only at 25 µM. actives 0.58% (n = 360,000). AID 651699, 2012; in the data active means inhibition above about 36%
* hit, by the source's call; i = inactive; / = no result given.

SMILES	NRP1-CendR mod	SKN-1 inh	FAS TE block	MT1-MMP act inh	eLon inh	MsrA act	MLLE-PAM2 inh	Rin1-Abl PPI inh	Neddylation inh
CCOc1cc(NC(=S)NCc2ccccc2)c(OCC)cc1NC(=O)C(C)C	3	9	0	3	4	-3	-30	1	i
O=C(CN1C(=O)NC2(CCCC2)C1=O)NNC(=O)c1ccc(Cl)cc1	-5	1	-10	0	-5	-2	-10	2	i
Cc1ccc(-c2nc(CS(=O)CC(=O)NC3CCCC3)c(C)o2)cc1 (centres undefined)	-7	5	-6	7	-12	-1	10	-2	i
O=[N+]([O-])c1cc(Cl)ccc1N1CCN(c2cccc(C(F)(F)F)c2)CC1	4	0	32	-4	1	-4	5	-3	i
Cc1ccc(NC(=O)O/N=C/c2cccc([N+](=O)[O-])c2)cc1	2	9	46	1	-2	-1	13	-3	i
O=C(Nc1ccc2c(c1)OCCO2)c1cccc(S(=O)(=O)N2CCOCC2)c1	-14	-4	-7	3	9	-3	6	-4	i
CCOc1ccc(CN2CCN(Cc3ccon3)CC2CCO)cc1 (centres undefined)	0	5	-9	-1	-3	-7	1	-1	i
COC(=O)C(Cc1ccccc1)NC(=O)CNS(=O)(=O)c1ccc(Br)cc1 (centres undefined)	1	-1	-2	-2	4	-5	-3	2	i
CC(C)(C)C(=O)Nc1ccc(NC(=O)c2ccco2)nc1	18	-8	-5	2	-3	-3	2	1	i
O=C(Nc1c(-c2cccs2)nc2ccccn12)c1ccccc1F	13	7	-6	-3	6	-3	-2	0	i
COc1ccc(Cc2nc(C(=O)Nc3ccc(OC)cc3)cs2)cc1	-6	-22	13	-1	-2	1	8	1	i
Cc1ccc(NS(=O)(=O)c2cc3c4c(c2)CC(=O)N4CCC3)cc1C	3	9	-13	-3	-1	3	-1	-1	i
COCc1c(C(=O)NCCOc2ccc(Cl)cc2)oc2ccccc12	-9	15	26	-5	9	-3	-9	-2	i
O=C(COc1c(CO)cc(Br)cc1CO)NC1CCCc2ccccc21 (centres undefined)	16	-14	-5	6	15	-14	9	-5	i
COCCn1c(C)c(C(=O)O)sc1=S	6	-1	-4	5	-7	-11	5	5	i
O=c1cc(-c2ccccc2)cc(-c2ccccc2)n1O	-9	-3	-4	4	-3	-6	2	0	i
CC(=O)OCCCNc1cc(SCc2ccco2)c2nonc2c1[N+](=O)[O-]	10	0	19	5	8	-14	34	0	i
O=C(N/C(=C/c1ccc(Cl)cc1)c1nc2ccccc2[nH]1)c1ccco1	-2	1	1	-3	6	-7	1	0	i
CC(C)(C)N1CC(C(=O)Nc2ccc(C#N)cc2)CC1=O (centres undefined)	-1	4	-5	-1	-7	0	0	0	i
Cc1cc(S(=O)(=O)N2CCCCC2)c(C)s1	2	12	-3	2	5	1	-1	-5	i

The closing 3 compounds of the part above lead into the next:
SMILES	NRP1-CendR mod	SKN-1 inh	FAS TE block	MT1-MMP act inh	eLon inh	MsrA act	MLLE-PAM2 inh	Rin1-Abl PPI inh	Neddylation inh
O=C(N/C(=C/c1ccc(Cl)cc1)c1nc2ccccc2[nH]1)c1ccco1	-2	1	1	-3	6	-7	1	0	i
CC(C)(C)N1CC(C(=O)Nc2ccc(C#N)cc2)CC1=O (centres undefined)	-1	4	-5	-1	-7	0	0	0	i
Cc1cc(S(=O)(=O)N2CCCCC2)c(C)s1	2	12	-3	2	5	1	-1	-5	i
Cc1ccccc1C=Nc1ccccc1C(N)=O	-4	-2	-8	-5	0	-6	12	0	/
CC1(C)OC(=O)N(CCc2ccccc2)C1(C)O (centres undefined)	-2	33	-7	0	6	-1	1	1	i
O=[N+]([O-])c1ccc(S(=O)(=O)N/N=C/c2cccs2)cc1	-9	-9	28	2	3	-3	1	5	i
Cc1nc(Cc2nnc(SC(C)C(=O)Nc3cccc(C#N)c3)o2)cs1 (centres undefined)	10	1	-9	-1	-5	0	-13	-1	i
COc1ccc(C(=O)C2CCCN(Cc3ccc4nonc4c3)C2)c(OC)c1 (centres undefined)	5	1	24	-4	6	-8	-3	0	i
COc1cc(Cl)c(C)cc1NC(=O)COc1ccc(C)nc1[N+](=O)[O-]	8	9	2	-2	-2	-1	-16	2	i
CC(=O)/C=C1\OCc2ccccc21	2	-3	/	14	/	/	/	/	i
Cc1ccc(NC(=O)CSc2ccc3c(c2)OCCO3)nc1	4	2	-5	-4	-5	-2	30	1	i
Cc1ccc(OCC(=O)N(Cc2ccco2)c2c(N)n(Cc3ccccc3)c(=O)[nH]c2=O)cc1C	2	9	-6	-2	-3	6	-3	1	i
COc1ccc(Cc2nnc(NS(=O)(=O)c3ccc([N+](=O)[O-])cc3)s2)cc1	-8	-4	31	-3	10	-4	28	4	i
COc1cc(NC(=O)CSc2nnc(-c3ccncc3)o2)cc(OC)c1OC	5	16	-8	-3	-9	-2	12	3	i
Clc1ccc(-c2ccc(CNCC3CCCO3)o2)cc1 (centres undefined)	6	-7	-3	-2	4	-1	15	1	i
CCCSc1nnc(NC(=O)CSc2sc3c(O)cc(=O)[nH]c3c2C#N)s1	-23	8	-4	-6	-1	-4	17	2	i
O=C(NCSc1ccncn1)c1ccccc1	6	-12	-3	-2	-9	4	28	0	i
COc1cc(Cl)c(C)cc1NC(=O)CN(C)C1CCS(=O)(=O)C1 (centres undefined)	-3	-4	-3	11	-3	-12	0	2	i
COc1ccccc1/C=C/C(=O)Nc1ccc(S(=O)(=O)Nc2cc(C)nc(C)n2)cc1	-5	-2	-7	10	-3	-8	10	0	i
Cc1ccccc1C(=O)N1CCN(c2ncccn2)CC1	-4	-3	-4	-2	-5	-3	-7	2	i
COc1cccc(OC)c1C(=O)Nc1ccc2c(c1)N(S(=O)(=O)c1cccs1)CCC2	7	-3	11	-1	-9	-1	-9	-3	i
O=C(O)/C=C/C(=O)N1CCN(c2cccc(Cl)c2)CC1	4	-11	-5	-3	-1	-14	10	0	i
O=C(NC1CCCCC1)C(c1ccccn1)N(C(=O)c1csnn1)c1ccccc1F (centres undefined)	14	6	-11	3	-2	-2	5	-1	i
Cc1nc(-c2cc(-c3nc(-c4ccc(C(F)(F)F)cc4)no3)no2)cs1	-6	-4	-6	8	5	-1	18	0	i
Brc1cc(Br)cc(CN2CCSCC2)c1	14	20	14	1	14	-1	-14	1	i
CC(C)(C)C(=O)Nc1nnc(-c2ccccc2)c(-c2ccccc2)n1	-12	-5	1	1	10	-3	7	-7	i
CCn1cc(C(=O)N2CCc3ccccc32)c(=O)c2cc(S(=O)(=O)N(C)C3CCCCC3)ccc21	2	7	17	-4	4	-1	8	2	i
CC(=O)c1c(C)[nH]c(C(=O)OCC(=O)NCCCc2ccccc2)c1C	-1	-1	7	8	3	-7	8	2	i
O=c1[nH][nH]c2c1[C@H](c1ccc(Cl)cc1)O[C@H](C1CCCCC1)C2	-8	0	-72	10	-4	-3	/	/	i
O=C1NC(=O)C(c2ccccc2[N+](=O)[O-])=C1Nc1ccc(O)c(Cl)c1	8	6	-4	-2	9	-6	27	1	i
CCn1c(=O)cc(NC2=NCC(C)CN2c2cccc(Cl)c2)n(C)c1=O (centres undefined)	4	-5	6	-2	-6	-1	-2	-6	i
CC1(C(=O)Nc2ccc3c(c2)OCCO3)CSCC(=O)N1CCCN1CCOCC1 (centres undefined)	13	-2	/	0	/	/	/	/	i
Cc1ccc(S(=O)(=O)N2CCOCC2)cc1NC(=O)CSc1nnc(NC2CC2)s1	3	-2	-6	-3	-6	0	-3	2	i
CCOC(=O)c1[nH]cnc1C(=O)Nc1cccc(N)n1	3	-8	-6	1	3	-1	13	-7	i
O=C(COc1ccc(S(=O)(=O)N2CCOCC2)cc1)NCc1ccccc1	23	3	2	-2	6	-2	-3	-1	i
COc1ccc(NC2CCCN(C(=O)c3cccc(C)n3)C2)cc1OC (centres undefined)	2	2	-5	-1	-10	0	2	-6	i
Nc1ccc(C23CC4CC(CC(C4)C2)C3)cc1	5	6	10	-3	9	-8	16	-2	i
COc1cccc(-n2c(SCC(=O)N3CCc4ccccc43)nnc2-c2c[nH]c3ccccc23)c1	-7	23	-2	14	-12	-3	-11	0	i
CC(OC(=O)c1cccs1)C(=O)NC1CCCCC1C (centres undefined)	4	-7	-3	3	-4	-4	9	0	i
COC(=O)c1cc(NS(=O)(=O)c2ccc(C)c3ccccc23)ccc1N1CCOCC1	-6	-9	8	5	-1	-9	0	-1	i
CCCCOC(=O)c1ccc(NC(=O)CSc2nncn2C)cc1	11	0	-17	-2	-1	-10	-2	1	i
COC(=O)C[C@H]1c2cc(F)ccc2S(=O)(=O)N1Cc1ccccc1	-6	6	-6	9	9	-2	4	2	i
CCOc1ccc(N(CC(=O)NCc2cccs2)S(=O)(=O)c2c(C)noc2C)cc1	3	15	8	-4	-3	0	4	4	i
N#Cc1ccc(OCC(=O)NCC(c2cccs2)N2CCOCC2)cc1 (centres undefined)	5	23	5	-1	-15	-4	3	3	i
Cc1cc(C)nc(SCC(=O)NC2CCCCC2C)n1 (centres undefined)	0	-6	-8	/	0	-11	5	6	i
Clc1ccccc1Cn1nnc2c(Nc3ccccc3)ncnc21	4	1	19	7	-2	0	0	-4	/
COc1ccc(S(=O)(=O)NCc2ccncc2)cc1NC(=O)c1ccccc1	7	-24	-2	3	-6	-8	8	4	i
COc1ccc(C2=NN(C(=O)CCC(=O)O)C(c3cccs3)C2)cc1 (centres undefined)	-2	-9	-5	3	-4	-5	-6	3	i
COc1ccc(C(O)(c2ccccc2OC)C(CN2CCOCC2)c2ccccc2)cc1 (centres undefined)	0	6	4	-5	6	-9	-10	3	i
O=C(c1cc(-c2ccc3c(c2)OCO3)on1)N1CCN(c2ccccc2)CC1	-7	8	24	8	0	-1	0	1	i
COc1ccc2c(c1OC)C(=O)N1C2SC(C)(C)[C@H]1C(=O)NCCCOC(C)C (some centres undefined)	-3	2	-4	-1	-6	-2	25	0	i
CC/C(C)=N/N1C(=O)c2ccccc2NC1(C)CC (centres undefined)	-2	-3	-7	4	0	-2	1	-6	/
Cc1cccc(N2CCN(C(=O)c3cc(S(=O)(=O)N(C)C)ccc3N3CCCC3)CC2)c1C	-10	6	26	-2	5	0	-10	-1	i
CCOc1cc(-c2cc(-c3ccc(N)cc3)nc(N)c2C#N)ccc1O	-6	0	10	3	4	-7	-23	-2	/
O=C(CSCC(=O)OCC(=O)c1ccc(Br)cc1)Nc1cccc2ccccc12	7	1	13	-3	-6	1	16	2	i
CN(CCC#N)C(=O)COC(=O)c1ccc(Cl)c(S(=O)(=O)N(C)c2ccccc2)c1	0	2	-6	-1	-3	1	1	0	i
CCC(=O)c1ccc(O)c(CC=C(C)C)c1	1	-8	1	-18	-10	-4	6	-1	i
CCOC(=O)c1cn2nc(Oc3ccc(OC)cc3)ccc2n1	-4	-9	-4	2	-2	-3	0	-1	i
